# RmlCD inh 1536: blocks M. tuberculosis RmlC and RmlD coupled enzymes; inhibition, % at 3.6 µM; actives 0.03% (n = 160,000); AID 1533; RmlC+RmlD coupled enzyme assay, percent inhibition; primary screen in compound mixtures; in the data active = inhibition mostly above about 34%, no sharp cut-off; also: some results filed as inactive read as strong as hits
# Target sequence (P9WH09 whole entry, looked up): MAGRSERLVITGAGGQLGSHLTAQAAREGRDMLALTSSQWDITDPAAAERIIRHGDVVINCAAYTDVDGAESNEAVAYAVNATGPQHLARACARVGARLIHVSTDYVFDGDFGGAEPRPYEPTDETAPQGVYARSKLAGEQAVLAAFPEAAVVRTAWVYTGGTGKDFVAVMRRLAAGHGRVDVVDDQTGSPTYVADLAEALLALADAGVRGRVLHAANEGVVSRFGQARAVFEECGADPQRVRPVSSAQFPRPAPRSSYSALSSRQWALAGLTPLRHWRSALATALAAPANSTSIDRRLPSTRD
# Target sequence (P9WH11 whole entry, looked up): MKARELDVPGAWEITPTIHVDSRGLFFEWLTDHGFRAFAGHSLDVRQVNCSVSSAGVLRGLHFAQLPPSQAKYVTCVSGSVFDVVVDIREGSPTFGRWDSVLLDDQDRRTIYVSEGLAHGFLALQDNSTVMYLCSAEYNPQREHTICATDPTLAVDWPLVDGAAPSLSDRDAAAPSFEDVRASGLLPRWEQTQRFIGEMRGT
# GlmU inhibition: inhibition of mycobacterial GlmU enzyme – biochemical, glucosamine-1-phosphate acetyltransferase (AID 1376). one-dose inhibition, %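 (tested at 30 µM in the primary screen)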; IC50 in µM for titrated hits. M. tuberculosis GlmU acetyltransferase enzyme assay; higher % means a stronger effect. actives 0.25% (n = 220,000); in the data active = inhibition above about 13%;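 also: 0% = complete reaction with vehicle and 100% = reaction without substrate; strong numbers were not always called active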
# The depositor's hits bear a star; . = not tested or not shown; & = joins results of further samples. A portion of the library. The share of hits here may be higher or lower than overall.
mol	RmlCD inh 1536	GlmU inhibition
CN1CCN(CCCNC(=O)c2ccc3c(c2)N(Cc2ccccc2)CCS3)CC1	-29.1	7.4%
CCOc1cc(CNCCO)c(Cl)cc1OCC(=O)NCCc1ccccc1	9.2	2.8%
COc1ccc(NC(=S)Nc2ccccc2F)c(OC)c1	.	1.8%
CC(C)CCn1c(S(=O)(=O)O)nc2ccccc21	.	-4.0%
CCCCn1c(SCC(N)=O)nc2ccc(N3CCOCC3)cc2c1=O	.	5.8%
COc1c(S(=O)(=O)N2CCN(c3ccc(F)cc3)CC2)ccc(Cl)c1Cl	26.2	0.1%
COCCN1C(=O)c2oc3ccccc3c(=O)c2C1c1cccc(O)c1 (configuration not stated)	15.4	-4.7%
CC(=O)N1C(=O)C(=C2C=C(C)OC(C)=C2)c2ccccc21	.	-2.6%
CCCc1[nH]nc2c1C(/C(C)=C/c1ccccc1)C(C#N)=C(N)O2 (configuration not stated)	.	3.0%
CCCNC(=O)Nc1ccc(C(F)(F)F)cc1	.	-3.8%
Cc1ccc(CN2C(=NC(=O)CCC(=O)O)SC3CS(=O)(=O)CC32)cc1 (configuration not stated)	-28.3	-3.1%
O=C(CCN1C(=O)C2C3C=CC(C3)C2C1=O)Nc1ccc2ncccc2c1 (configuration not stated)	.	1.5%
S=c1[nH]nc(NCCc2ccccc2)s1	-15.3	0.0%
COc1ccc(NC(=O)Nc2ccc(CC(=O)O)cc2)cc1	26.0	-5.8%
COc1ccc(C(O)P(=O)(OC(C)C)OC(C)C)c(OC)c1 (configuration not stated)	6.3	0.7%
COC(=O)c1c(NC(C)=O)sc2c1CCCCC2	10.4	-3.1%
Clc1ccc(-c2ccc(/C=N/Nc3nncc(-c4ccccc4)n3)o2)cc1	.	5.7%
O=C(CCCCCN1C(=O)CCC1=O)Nc1ccc(Cl)c(C(F)(F)F)c1	-5.7	5.8%
COC(=O)c1ccc2nc(-c3cccc(N)c3)cn2c1	.	-1.4%
Cc1cc(C)n2nc(C(=O)N/N=C/c3ccc(O)cc3)nc2n1	8.5	0.7%
CCOC(=O)c1c(C)n(-c2ccc(C)cc2)c2ccc(OCC(O)CNCC3CCCO3)cc12 (configuration not stated)	6.1	-6.7%
CCOC(=O)CSC1=NN2CCS(=O)(=O)N=C2S1	.	-4.4%
CCOc1cccc(NC(=O)/C(C#N)=C/c2cccnc2)c1	.	13.3%*
Cc1nn(C)c(C)c1NC(=O)CN1CCC(O)(c2ccc3c(c2)OCO3)CC1	-2.3	3.4%
COc1ccc(CCN2C(=O)CC(N3CCOCC3)C2=O)cc1 (configuration not stated)	.	2.0%
O=C(NCCCn1ccnc1)Nc1ccc(Cl)cc1	4.4	6.5%
O=C(O)c1ccccc1OC(=O)C12CC3CC(CC(C3)C1)C2	.	3.5%
Cc1ccccc1Nc1ncnc2c1cnn2-c1ccccc1	-9.0	-1.5%
Cc1cc(=O)oc2cc(OCC(=O)Nc3nnc(C4CC4)s3)ccc12	.	-2.7%
CCC(=O)c1cc(-c2nc3ccccc3n2C)n(C)c1	.	-1.2%
CC(NC(=O)Nc1ccccc1)C(c1cccs1)N1CCN(c2ccccc2)CC1 (configuration not stated)	.	-0.2%
Cc1cc(CNC(=S)Nc2ccc(Br)cc2Cl)nn1C	-11.5	-3.5%

# One compound at a time, as listed above. Order of values: RmlCD inh 1536, GlmU inhibition
# Cc1cc(=O)oc2cc(OCC(=O)Nc3nnc(C4CC4)s3)ccc12 across the screens: ., -2.7%
# Cc1ccccc1Nc1ncnc2c1cnn2-c1ccccc1 across the screens: -9.0, -1.5%
# O=C(O)c1ccccc1OC(=O)C12CC3CC(CC(C3)C1)C2 across the screens: ., 3.5%

# More entries.
mol	RmlCD inh 1536	GlmU inhibition
COCCN1C(=O)C(CC(=O)Nc2ccc(C(C)=O)cc2)SC1=Nc1ccccc1 (configuration not stated)	-5.0	0.4%
CCOC(=O)c1cnc2ccccc2c1Nc1cc(C(=O)O)ccc1C	-11.4	-6.3%
COc1cccc(C(=O)Nc2ncc3c(n2)CC(c2ccc(OC)cc2OC)CC3=O)c1 (configuration not stated)	1.7	2.9%
Clc1ccc2[nH]c(-c3ccccc3)cc2c1	-7.3	-0.1%
CCCNC(=O)Nc1nc2ccccc2s1	-1.0	-0.5%
C/C(=N\N1CCCCC1c1cccnc1)c1c(O)n(C2CCCCC2)c(=S)[nH]c1=O (configuration not stated)	8.5	-0.8%
CN1C(=O)C2(C(C#N)=C(N)Oc3c2oc(CO)cc3=O)c2ccccc21 (configuration not stated)	1.1	0.2%
CC(NC(=O)c1cnccn1)c1ccc(S(N)(=O)=O)cc1 (configuration not stated)	3.5	-1.7%
N#CC(=C=[N-])c1nc2ccccc2nc1-[n+]1cccc(NC(=O)c2ccccc2)c1	7.0&-5.4	-3.1%&2.7%
C(=C\c1nnc2c3ccccc3ncn12)/c1ccccc1	3.5	5.1%
CCCc1cc(=O)oc2cc(OCc3ccc(OC)cc3)c(Cl)cc12	2.8	-4.2%
Cc1cc(C)nc(NC(N)=S)n1	-11.2	3.0%
Cc1cc(C)c(S(=O)(=O)Nc2ccc(-c3cn4ccccc4n3)cc2)c(C)c1	10.7	5.8%
C=C(C)CNC(=O)CCc1nnc(Cc2cccc(C(F)(F)F)c2)o1	-8.9	-4.3%
COc1ccc(C/C(N)=N/OC(=O)C(c2ccccc2)c2ccccc2)cc1OC	12.4	-1.3%
Cc1nc2ccc(NC(=O)N3CCSCC3)cc2nc1C	.	-3.0%
O=C(O)c1ccc(Cl)c(NC(=O)C2CCCN2S(=O)(=O)c2cccc3nsnc23)c1 (configuration not stated)	.	4.6%&-3.6%
COc1cccc(C(=O)N2CCN=C2SC)c1	-10.4	3.5%
CC(NC(=O)C(=O)NCCC1=CCCCC1)c1ccccc1 (configuration not stated)	.	-0.3%
CCOc1cc(C=C2C(=O)NC(=O)NC2=O)ccc1OS(=O)(=O)c1ccccc1	-8.2	-5.2%
CC(C)C(=O)N(Cc1cc2ccccc2[nH]c1=O)C(C)(C)C	6.6	.
Cc1ccc2oc(C(F)(F)C(F)F)cc(=O)c2c1	0.5	-9.3%
O=S(=O)(Nc1ccc2nc(-c3ccco3)[nH]c2c1)c1ccccc1	-8.6	-3.2%
Cc1cccc(C)c1NC(=O)C(c1cccs1)N(Cc1ccco1)C(=O)Cn1nnc2ccccc21 (configuration not stated)	-1.4	-0.4%

# Next part
SMILES | RmlCD inh 1536 | GlmU inhibition
CCSC1=C(C#N)C(c2ccccc2C)CC(=O)N1 (configuration not stated) | . | -7.9%
Cc1onc(-c2ccccc2Cl)c1C(=O)NC(=S)Nc1ccc(C(C)C)cc1 | 5.2 | -0.3%
COc1ccc(C(=O)N/N=C2/SCC(=O)N2Cc2ccc3c(c2)OCO3)cc1OC | . | -2.0%
O=C(Nc1nc(-c2ccccc2)cs1)C1CCCN(S(=O)(=O)c2ccccc2)C1 (configuration not stated) | 6.8 | -2.2%
O=C(Cc1ccc(-n2cccc2)cc1)NC1CCCCC1 | -9.7 | -3.3%
Nc1ccccc1SC1CC(=O)N(c2ccc3c(c2)OCCO3)C1=O (configuration not stated) | -10.3 | -1.5%
COc1ccccc1OCC(=O)NCc1nc(-c2ccccc2)no1 | -2.2 | -1.5%
CCN(CC(=O)Nc1ccc(N2CCOCC2)cc1)C(=O)c1ccc(C(F)(F)F)cc1 | . | -0.4%
Nc1nc(SCn2nnc3ccccc3c2=O)n[nH]1 | 14.8 | -3.5%
CCC(c1nnnn1Cc1ccco1)N1CCC(C(N)=O)CC1 (configuration not stated) | 8.2 | .
COc1cccc(C2c3[nH]c4ccccc4c3CCN2Cc2cccc(C)n2)c1 (configuration not stated) | 5.4 | -0.2%
CC(OC(=O)CCCN1C(=O)c2ccccc2C1=O)C(=O)Nc1ncc(Cl)cc1Cl (configuration not stated) | 7.9 | -4.5%
CCOc1cc(CNc2ccc(N3CCN(C(C)=O)CC3)cc2)cc(Br)c1OC | . | -2.3%
C/C(O)=C(/C#N)c1nc2ccccc2[nH]1 | . | 2.6%
CN(C)CC1CSCCC1(O)c1ccc(Cl)cc1 (configuration not stated) | . | -0.8%
Cc1sc2nc(NCCO)[nH]c(=O)c2c1C | . | 5.2%
CCOC(=O)c1sc(NC(=O)CSc2nnnn2-c2ccc(C)cc2C)nc1C | 1.3 | .
Cc1ccc(NC(=O)NC(=O)CN2C(=O)NC3(CCc4ccccc43)C2=O)c(C)c1 (configuration not stated) | -12.1 | -2.9%
O=C(N/N=C/c1ccncc1)c1cc([N+](=O)[O-])cc([N+](=O)[O-])c1O | 6.3 | .
CO/N=C/NC(=O)c1c(OC)ccnc1Oc1cccc(C(F)(F)F)c1 | -10.9 | -3.9%
CSCCC(NC(=O)/C(=C/c1ccc(F)cc1)NC(C)=O)C(=O)O (configuration not stated) | 11.1 | 4.4%
Cc1nn(C)cc1C1Nc2ccccc2C(=O)N1O (configuration not stated) | . | -0.3%
COc1ccc(O[C@H]2C=C[C@@H](c3ccccc3)O[C@@H]2COC(=O)CCC(C)=NO[C@@H]2O[C@H](COC(C)=O)[C@@H](OC(C)=O)[C@H](OC(C)=O)[C@H]2OC(C)=O)cc1 | . | -1.8%
O=C(O)CC(NC(=O)C1CCCCC1)c1cc([N+](=O)[O-])ccc1Cl (configuration not stated) | . | -5.6%
Cc1ccc(-n2c(Cc3cccn3C)nnc2SCC(=O)N2CCN(c3ccccc3)CC2)cc1 | 4.5 | 4.5%
COc1ccc(C(=O)Nc2cc(C(C)=O)c(C)oc2=O)cc1 | -15.1 | 3.1%
O=C1CCC(C(=O)O)(c2ccccc2)C1 (configuration not stated) | -6.9 | -4.8%
O=c1/c(=C\c2cccnc2)sc2nc3ccccc3n12 | . | 0.6%
Clc1ccc(Cn2cnc3ccccc32)cc1 | . | -0.6%
CC(C)CC(=O)Nc1cccc(C(C)O)c1 (configuration not stated) | 8.8 | -4.6%

# Ordered by SMILES length (falling): part of the list above
SMILES | RmlCD inh 1536 | GlmU inhibition
O=C(N/N=C/c1ccncc1)c1cc([N+](=O)[O-])cc([N+](=O)[O-])c1O | 6.3 | .
CCN(CC(=O)Nc1ccc(N2CCOCC2)cc1)C(=O)c1ccc(C(F)(F)F)cc1 | . | -0.4%
CC(OC(=O)CCCN1C(=O)c2ccccc2C1=O)C(=O)Nc1ncc(Cl)cc1Cl (configuration not stated) | 7.9 | -4.5%
COc1ccc(C(=O)N/N=C2/SCC(=O)N2Cc2ccc3c(c2)OCO3)cc1OC | . | -2.0%
CSCCC(NC(=O)/C(=C/c1ccc(F)cc1)NC(C)=O)C(=O)O (configuration not stated) | 11.1 | 4.4%
O=c1/c(=C\c2cccnc2)sc2nc3ccccc3n12 | . | 0.6%

# Carrying on.
SMILES | RmlCD inh 1536 | GlmU inhibition
COc1cc(NC(=O)CSc2nncn2C)c(C)cc1[N+](=O)[O-] | 4.4 | -0.3%
Cn1c(CNS(=O)(=O)c2ccc(F)cc2)n[nH]c1=S | -7.6 | -2.8%
COC(=O)c1cc(-c2ccc(NC(C)=O)cc2)nc2ccccc12 | 6.2 | 0.2%
CC(C)N1CCC(N2CCN(CCCc3ccccc3)CC2CCO)CC1 (configuration not stated) | -7.7 | -1.4%
Cn1c(=O)[nH]c(=O)c2c1nc(N/N=C/C(Br)=C/c1ccccc1)n2CCO | -6.3 | -7.2%
N#CC1=C(Nc2ccccc2Cl)SC(c2ccccc2O)NC1=O (configuration not stated) | 11.0 | 1.2%
CCOC(=O)C1(Cc2cccc(F)c2)CCN(C(=O)c2ccoc2C)CC1 | 13.3 | -0.9%
COC(=O)c1nn(-c2ccccc2)c(Sc2ccccc2)c1/C=N/O | 15.6 | 5.4%
O=C(NCC1CCCO1)C1CCN(c2ccc(S(=O)(=O)N3CCCC3)cc2)CC1 (configuration not stated) | . | -2.1%
O=C(N/N=C/c1cccc(C(F)(F)F)c1)c1ccc(O)cc1 | -6.2 | 2.9%
CC1(C)CC(=O)c2c(-c3cccs3)n[nH]c2C1 | . | 1.6%
COc1cc(C2Nc3ccccc3C(=O)N2c2ccc3c(c2)OCCO3)ccc1OCC(C)C (configuration not stated) | 7.9 | 2.9%
Clc1nc2nc3n(c2nc1Cl)CCC3 | 0.7 | -3.2%
CN(c1ccccc1)S(=O)(=O)c1cccc(NC(=O)CN2CCc3ccccc3C2)c1 | 7.0 | -3.6%
COC(=O)c1ccccc1N1C(=O)[C@@H]2C(c3ccc(Br)cc3)=NO[C@@H]2C1=O | . | -3.3%
Cc1ccc2oc(=O)n(CCOc3ccccc3C)c2c1 | 7.6 | -5.0%
CCOc1ncccc1C(=O)OCC(=O)Nc1cc(S(=O)(=O)N(CC)CC)ccc1C | 2.3 | 7.6%
O=C1NC(c2cccc([N+](=O)[O-])c2)Oc2ccccc21 (configuration not stated) | -11.8 | -3.8%
C/C(=N\NC(=O)c1ccc(N2CCCC2=O)cc1)c1ccncc1 | -11.1 | 6.4%
CC(=O)Cc1cc(=O)c2c(C)cc(O)c(C3OC(CO)C(O)C(O)C3O)c2o1 (configuration not stated) | . | -4.0%
CN/C(=C\[N+](=O)[O-])NCCSCc1csc(CN(C)C)n1 | . | 3.4%
Cc1ccc(S(=O)(=O)N[C@H](C(=O)N2CCC3(O)CCCCC3C2)c2ccccc2)cc1 (some centres not stated) | . | -0.1%
Cc1ccc(S(=O)(=O)/N=C(\c2ccc(F)cc2)n2c(C)nc3ccccc32)cc1 | . | 0.8%
CC(=O)OC[C@H]1O[C@H](CCO/N=C(\C)CCN2CCCc3nc(C)c(C)cc32)C=C[C@@H]1OC(C)=O | . | 1.2%
O=C(CSc1nc2ccccc2[nH]1)Nc1ccc2c(c1)CCC2 | -3.4 | 2.4%
COCCCN(C(=O)c1cccnc1SC)c1c(N)n(Cc2ccccc2)c(=O)[nH]c1=O | . | 3.4%

# Bioassay records as filed in PubChem.
